# Source: PubChem BioAssay (Sanford-Burnham Center for Chemical Genomics)
# HKDC1 inh – inhibitors of human hexokinase HKDC1; Q2TB90; recombinant HKDC1, G6PDH/diaphorase resazurin coupled fluorescence; inhibition, % at 20 µM; hit rate 0.16% among 340,000;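 active = inhibition above about 35% when tested at 20 µM, limit read from the data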;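 also: plate controls were DMSO wells with enzyme for no effect and DMSO wells lacking enzyme for full effect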
# Target sequence (Q2TB90 whole entry, looked up): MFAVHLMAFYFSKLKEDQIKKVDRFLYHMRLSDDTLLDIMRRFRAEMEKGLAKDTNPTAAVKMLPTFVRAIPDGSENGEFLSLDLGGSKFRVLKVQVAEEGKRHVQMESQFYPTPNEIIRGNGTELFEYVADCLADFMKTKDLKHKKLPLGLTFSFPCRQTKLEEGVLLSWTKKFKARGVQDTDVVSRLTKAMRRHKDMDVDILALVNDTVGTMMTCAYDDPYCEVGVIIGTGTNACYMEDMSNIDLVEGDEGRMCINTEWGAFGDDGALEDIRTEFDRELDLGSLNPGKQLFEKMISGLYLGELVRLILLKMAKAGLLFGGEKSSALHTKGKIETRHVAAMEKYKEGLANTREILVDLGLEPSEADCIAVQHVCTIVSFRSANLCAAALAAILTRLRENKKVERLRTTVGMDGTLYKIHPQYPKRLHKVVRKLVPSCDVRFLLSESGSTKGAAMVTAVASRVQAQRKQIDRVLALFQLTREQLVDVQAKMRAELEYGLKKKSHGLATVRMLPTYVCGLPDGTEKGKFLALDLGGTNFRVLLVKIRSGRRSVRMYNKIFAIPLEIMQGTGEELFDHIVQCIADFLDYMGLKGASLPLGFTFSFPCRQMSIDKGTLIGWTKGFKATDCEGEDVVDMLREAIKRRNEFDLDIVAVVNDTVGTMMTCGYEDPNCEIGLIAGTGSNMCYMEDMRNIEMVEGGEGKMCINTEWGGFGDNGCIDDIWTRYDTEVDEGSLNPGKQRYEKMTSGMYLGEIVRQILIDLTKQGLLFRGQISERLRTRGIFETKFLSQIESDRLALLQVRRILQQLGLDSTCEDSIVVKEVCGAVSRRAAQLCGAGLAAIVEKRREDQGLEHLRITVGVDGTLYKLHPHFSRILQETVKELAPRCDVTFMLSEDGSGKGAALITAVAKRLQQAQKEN
#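 test system = in-house recombinant HK5 (HKDC1) enzyme | amount = HKDC1 at 5 µg/mL | control set = DMSO-enzyme wells negative, buffer-substituted wells positive | compound = one dose of 20 µM, 1% DMSO | schedule = reaction time 90 min, room temperature, protected from light | technique = resorufin fluorescence at 613 nm | reagent = glucose with 1 mM ATP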
# Jurkat NFkB inh – inhibitors of the PMA/ionomycin-induced NF-kB reporter in Jurkat cells; PMA/ionomycin-induced NF-kB luciferase reporter, luminescence; inhibition, % at 4 µM; hit rate 0.53% among 330,000; AID 435003
# SENP7 block – inhibitors of human SENP7 protease; recombinant SENP7, Z-RLRGG-aminoluciferin luminescence, 40 min; inhibition, % at 5 µM; hit rate 1.5% among 330,000;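 active = inhibition above about 50% at the single test dose, limit read from the data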;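 also: plate controls were DMSO with enzyme for no effect and no enzyme buffer wells for full effect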
# Apaf-1 inh – blocks human Apaf-1 apoptosome activity; reconstituted apoptosome caspase-3 activity, DEVD-Rh110 fluorescence; inhibition, % at 20 µM; hit rate 0.71% among 330,000; AID 489030; active = inhibition of at least 40% at 20 µM;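 also: plate controls were DMSO wells for no effect and DEVD-CHO caspase inhibitor wells for full effect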
#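 Material: reconstituted apoptosome with Apaf-1, cytochrome c, caspase-9, procaspase-3, dATP; medium: pH 7.5 Hepes buffer with CHAPS, BSA, DTT; also added: cytochrome c and DEVD-Rh110 substrate; timing: 30 min plus 50 min, RT; signal: Rh110 fluorescence intensity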
# 697 NFkB inh – inhibitors of the PMA/ionomycin-induced NF-kB reporter in 697 B cells; 697 B-cell NF-kB luciferase reporter, 16 h; inhibition, % at 4 µM; hit rate 0.33% among 330,000; in the data active = inhibition above about 35%
# Gli-Sufu block – Gli-Sufu pathway antagonism | AID 588413 | Sufu-KO-LIGHT fibroblasts, Gli luciferase reporter luminescence | inhibition, % at 5 µM | hit rate 0.74% among 340,000;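 active = inhibition above about 55%, limit read from the data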;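 also: 0% = DMSO-treated cells and 100% = wells with medium but no cells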
# UBC13 polyUb – inhibitors of human UBC13 polyubiquitin chain formation; hit rate 0.47% among 330,000; TR-FRET; P61088; inhibition, % at 20 µM; in the data active = inhibition above about 45%, passing the limit was not always enough; inconclusive = no clear call, values can overlap the other calls
# Target sequence (P61088 whole entry, looked up): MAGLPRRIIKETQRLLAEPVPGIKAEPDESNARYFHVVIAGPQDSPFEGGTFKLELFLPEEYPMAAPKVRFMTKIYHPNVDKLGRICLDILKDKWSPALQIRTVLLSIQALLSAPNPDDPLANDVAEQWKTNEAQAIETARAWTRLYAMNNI
# SENP8 inh – blocks the human protease SENP8 | Q96LD8 | hit rate 1.2% among 330,000 | purified SENP8, Z-RLRGG-aminoluciferin cleavage, luminescence | inhibition, % at 10 µM
# * hit, by the source's call; ? = inconclusive; . = no result given; & = joins results of further samples. Rule as the data show it, unless noted: active = inhibition above about 50%; inactive = the rest.
SMILES,HKDC1 inh,Jurkat NFkB inh,SENP7 block,Apaf-1 inh,697 NFkB inh,Gli-Sufu block,UBC13 polyUb,SENP8 inh
CCn1c(CNc2ccc(C)cc2C)nnc1SCC(=O)N1CCCc2ccccc21,0,-13,-9,22,-26,8,-9,-11
O=C(CN1C(=O)NC2(CCc3ccccc32)C1=O)Nc1ccc(Br)cc1F (configuration not stated),8,-1,-1,-3,-5,-54,12,7
O=C(CCl)NCCNC(=O)c1cc(OCC(F)(F)F)ccc1OCC(F)(F)F,-10,-12,-2,0,13,5,2,-14
O=S(=O)(c1ccc(S(=O)(=O)N2CCCC2)cc1)N1CCCCC1,-7,16,-3,3,22,-1,-1,3
CC(C)c1ccc(/C=C/C(=O)Nc2nc3ccc([N+](=O)[O-])cc3s2)cc1,5,7,2,3,5,-2,-9,-3
COc1ccc2nc(C3CCCCC3)c3c(c2c1)CCC3,0,-4,-9,7,3,-13,9,-1
COc1ccc(-n2c(C)cc(C)c(C(C)=O)c2=S)cc1,-18,-13,7,6,-2,35,-16,-3
COc1ccc(CCNC(=O)c2cc(-c3ccccc3)c(N3CCOCC3)s2)c(OC)c1OC,1,11,-3,18,-7,20,-4,-2
COC(=O)N/N=C/c1ccc(OS(=O)(=O)c2ccc(C)cc2)c(OC)c1,-6,-1,-5,-10,13,-12,15,-2
COc1ccc(/C=C2\C(=O)NCC(=O)N2Cc2ccccc2)cc1,-10,43,2,5,8,-4,12,-4
COc1ccc(C2CC(c3cccs3)=NN2C(=O)CSc2nncs2)cc1OC (configuration not stated),8,0,-2,0,2,11,-1,-1
O=C(c1ccco1)N1CCN(C(=O)c2cc3c(s2)-c2ccccc2OC3)CC1,1,1,1,6,0,0,16,2
Cc1ccc2c(c1)Oc1ccc([N+](=O)[O-])cc1C(=O)N2,-6,-4,-5,-13,7,35,2,2
c1ccc(Cc2nn3c(Cn4nnc5ccccc54)nnc3s2)cc1,-12,2,-3,-1,-29,-18,-2,-1
NC(=O)c1ccc(NC(=O)C2COc3ccccc3O2)cc1 (configuration not stated),1,13,-6,-13,0,-6,2,-4
CC(C)NCCOCCOc1ccccc1F,-5,-16,-8,11,-5,-4,-5,-4
COc1ccc(-n2c(SCC(=O)NNC(=O)c3ccccc3C)nnc2-c2ccncc2)cc1,7,-4,9,-9,10,-8,6,7
CCOC(=O)C1CCN(c2cc3c(cc2NC(=O)c2ccc(OC)c(OC)c2)n(C)c(=O)n3C)CC1,5,-6,11,20,23,20,16,-19
CCOc1cc(N2CCOCC2)c(OCC)cc1NC(=O)CN1CCCC1,-13,-4,4,1,12,-7,0,-3
CC(=O)Nc1nc(CC(C)C)cc(-c2ccco2)c1C#N,-10,7,12,-12,16,-3,11,7
COc1ccc(OC)c(NC(=O)CN2C(=O)C3(OCCCO3)c3ccccc32)c1,-4,12,-2,-5,13,-20,10,-3
O=C(c1ccc(COc2ccccc2Cl)o1)N1CCN(Cc2ccc3c(c2)OCO3)CC1,-1&1,2&22,4&-2,-9&10,-6&19,-1&16,1&4,-3&18
CCc1nc2ccccc2n1CC(=O)NC1CCS(=O)(=O)C1 (configuration not stated),-7,-5,1,-8,8,1,5,12
COc1ccccc1CNC(=O)CN1C(=O)N(C)C2(CCCCC2)C1=O,-1,-26,-4,3,-3,-4,6,-6
CCC(CC)CN1C(Nc2ccccc2)=NC[C@@H]1C,-5,6,-4,-5,-2,1,2,4

# Remaining list, next part.
SMILES,HKDC1 inh,Jurkat NFkB inh,SENP7 block,Apaf-1 inh,697 NFkB inh,Gli-Sufu block,UBC13 polyUb,SENP8 inh
COc1ccccc1NC(=O)CSc1nc2c(sc3ccccc32)c(=O)n1CCN(C)C,5,-8,12,1,7,-11,24,-2
CCN(CC)c1ccc(NC(=O)/C=C\c2ccccc2Cl)cc1,-2,-41,1,4,-43,-32,-8,-13
CC[C@H](C)[C@@H](NC(=O)O[C@@H]1C(=O)c2cc(OC)ccc2O[C@H]1c1ccc(OC)c(Br)c1)C(=O)OC,1,-6,-4,20,-20,7,46*,-2
COc1ccc(C(=O)Nc2nc(C)c(C)s2)cc1OC,-2,-48,-3,1,-28,-72,5,-5
Cc1ccc(S(=O)(=O)/N=C(/c2ccc(F)cc2)N2CCCC2)cc1,-7,-33,-9,6,-36,2,-19,-1
COc1ccc(Cn2c(=N)c(C(=O)NC3CCCCC3)cc3c(=O)n4ccccc4nc32)cc1,-3,41,-11,19,7,15,-9,-8
Cc1nnc2sc(SCC(=O)N3CCC(C)CC3)nn2c1=O,-10,1,-1,9,-5,-1,-3,-1
O=C(N[C@@H](Cc1ccccc1)C(=O)NCc1ccc(F)cc1)C1CCNCC1,-2,3,3,0,8,3,8,2
CCOc1ccc(C2(C)NC(=O)N(CCN(C)C)C2=O)cc1 (configuration not stated),-7,2,-1,-1,8,3,7,9
COc1ccc(CNC(=O)[C@@H](NC(=O)C2CCN(C(=O)[C@@H]3CCCN3C(=O)OC(C)(C)C)CC2)C(C)C)cc1,-3,-4,-12,-3,2,-1,0,-18
O=C(CCNC(=O)c1ccccc1Cl)Nc1ccncc1,-3,-3,2,0,2,.,1,1
O=C(Nc1ccc(Br)cc1)c1cccnc1N1CCCCC1,-2,-15,1,11,-19,-1,-3,3
O=C(COC(=O)Cc1ccc(Cl)cc1)NCc1ccco1,-1,0,-6,3,-4,4,-24,-1
CCc1cccc(CC)c1NC(=O)COC(=O)c1ccccc1-c1nc2ccccc2s1,1,-6,-2,28,-42,19,5,-5
CC12CCC(C(=O)N(NC(=O)c3cc(Cl)ccc3O)C1=O)C2(C)C (configuration not stated),1,-1,-3,12,10,6,11,-8
O=C(Nc1ccc(F)cc1)Oc1ccccc1N1CCOCC1,5,3,-2,5,-12,-1,-8,-11
O=C(Nc1cccc(-c2nn[nH]n2)c1)c1ccc(Br)s1,3,-11,28,5,-28,-10,-16,30
Fc1ccc(-n2ncc3c(SCc4cccnc4)ncnc32)cc1,-1,-66,37,-2,-151,-51,?,10
Cc1cc(S(=O)(=O)N2CC(=O)N(CCc3ccccc3)C(=O)C2)ccc1F,3,6,2,5,6,-23,-2,-5
O=C(c1cccnc1)N1C2CCC1CC(O)(c1ccc(F)cc1)C2 (configuration not stated),-8,-2,-5,-6,15,3,10,2
COc1cc(/C=C/c2onc(C)c2[N+](=O)[O-])cc(OC)c1OC,-1,21,2,-7,6,18,-1,2
O=C(NCc1ccc2c(c1)OCO2)Nc1ccc2ccccc2c1,3,-9,-6,-2,-8,1,-13,-11
Cc1ccc(NC(=O)CN2CCCC2)cc1Br,-5,-6,-1,3,-37,3,0,5
COc1cc(/C=N/NC(=O)c2cnccn2)cc(OC)c1OC,-10,-16,1,5,-5,5,-6,2
CCCc1cc(C(=O)NCc2ccco2)no1,-8,-23,7,3,-9,-11,8,-1

# Laid out differently: entries from further up.
O=C(c1cccnc1)N1C2CCC1CC(O)(c1ccc(F)cc1)C2 (configuration not stated)
  HKDC1 inh = -8
  Jurkat NFkB inh = -2
  SENP7 block = -5
  Apaf-1 inh = -6
  697 NFkB inh = 15
  Gli-Sufu block = 3
  UBC13 polyUb = 10
  SENP8 inh = 2

COc1cc(/C=C/c2onc(C)c2[N+](=O)[O-])cc(OC)c1OC
  HKDC1 inh = -1
  Jurkat NFkB inh = 21
  SENP7 block = 2
  Apaf-1 inh = -7
  697 NFkB inh = 6
  Gli-Sufu block = 18
  UBC13 polyUb = -1
  SENP8 inh = 2

O=C(NCc1ccc2c(c1)OCO2)Nc1ccc2ccccc2c1
  HKDC1 inh = 3
  Jurkat NFkB inh = -9
  SENP7 block = -6
  Apaf-1 inh = -2
  697 NFkB inh = -8
  Gli-Sufu block = 1
  UBC13 polyUb = -13
  SENP8 inh = -11

# (next part)
SMILES,HKDC1 inh,Jurkat NFkB inh,SENP7 block,Apaf-1 inh,697 NFkB inh,Gli-Sufu block,UBC13 polyUb,SENP8 inh
O=C(C1CCN(S(=O)(=O)c2cccs2)CC1)N1CCc2ccccc2C1,-10,-16,4,18,20,-9,4,2
O=S(=O)(N/N=C\c1cccn1-c1ccccc1)c1ccc2ccccc2c1,-1,-3,-6,10,16,1,-1,-2
Cc1ccc(C(=O)Nc2ccccc2Cl)cc1,3,-117,58*,-6,-80,-37,8,45
CCCCN(C(=O)CCC(=O)O)C1CC(=O)N(c2ccc(OCCC)cc2)C1=O (configuration not stated),4,-10,-11,12,1,0,-8,-7
O=C(c1ccco1)N1CCN(C(=O)N2c3ccccc3Sc3ccccc32)CC1,5,59*,-9,18,-74,53,11,3
O=C(Nc1nc(-c2ccc(Cl)s2)cs1)c1ccco1,-1,-36,9,1,-62,-10,-7,28
N#Cc1cc2c(nc1SCc1cccnc1)CCC2,1,-15,-10,13,-10,-3,2,-11
CCN(CC)S(=O)(=O)c1ccc(N/N=C(\C)c2ccncc2)c([N+](=O)[O-])c1,-6,-24,4,19,-25,9,-30,-7
CCC(C)(C)n1nnnc1C(c1ccc2ncccc2c1)N1CCCC(C)C1 (configuration not stated),-3,-12,-4,5,-25,10,4,-7
COc1ccccc1C1CN(c2ccccc2)N=C1c1cccs1 (configuration not stated),-2,-14,-4,3,-27,-1,12,-10
Cc1ccsc1C(=O)NC1CCCCC1C (configuration not stated),-2,0,3,-8,16,-4,8,-2
O=C(CSc1nnc(Cc2ccccc2)n1Cc1ccco1)NC12CC3CC(CC(C3)C1)C2,-2,14,-7,8,0,6,10,1
COC(=O)c1ccc(NC(=S)NC2CC3CCC2C3)cc1 (configuration not stated),-5,-43,-2,3,-47,-26,3,0
Cc1cccc(C)c1Nc1c(-c2ccc(N3CCOCC3)cc2)nc2cnccn12,-4,13,-4,-14,16,-2,21,-6
O=C(Nc1ccc(F)c(Cl)c1)Nc1csc2ccccc12,-1,-8,-8,14,-36,-13,-1,-12
O=C(Oc1ccc(Cl)cc1)N1CCOCC1,-3,-23,-12,7,-17,-5,-8,-16
CC1=C(C#N)C(c2ccc(O)cc2)C2=C(CC(C)(C)CC2=O)N1 (configuration not stated),-6,10,2,4,-5,7,-9,-12
COc1ccc(C2/C(=C(\O)c3ccc4c(c3)OCCO4)C(=O)C(=O)N2Cc2cccnc2)cc1 (configuration not stated),8,-4,10,1,-6,-26,-18,-2
Cc1nc(SCc2ccc(F)cc2)n[nH]1,-6,-10,-3,-2,2,-26,-2,1
CCOc1ccc(N2CC(C(=O)Nc3ccc4c(c3)OCO4)CC2=O)cc1 (configuration not stated),-1,-3,14,-5,-9,1,0,4
O=C(O)CSc1c(O)c2ccccc2[nH]c1=O,-5,14,4,-3,12,1,-10,8
N#Cc1ccc(-c2ccc(Cl)cc2)nc1SCC(=O)c1cccc(Cl)c1,0,-12,-1,-1,4,11,10,-15
Cc1ccccc1NC(=O)/C(C#N)=C\c1cccnc1,-6,8,1,11,5,9,8,-3
CNC(=O)c1sc2nc(-c3ccc(OC)cc3)cn2c1C,-1,-119,13,8,-130,-94,7,-11
Cn1c(SCC(=O)Nc2nccs2)nnc1-c1cccnc1,0,-4,-13,-2,3,.,0,-6

# (more compounds)
SMILES,HKDC1 inh,Jurkat NFkB inh,SENP7 block,Apaf-1 inh,697 NFkB inh,Gli-Sufu block,UBC13 polyUb,SENP8 inh
O=S(=O)(/N=C(/Nc1nccs1)c1ccc(F)cc1)c1ccccc1,-4,2,-2,1,13,10,-1,11
COc1cccc(/C=N/NC(=O)c2cc3c(OC)ccc(OC)c3[nH]2)c1O,-6,-3,7,-8,-35,12,-8,3
CC(C)n1c(N2CCN(C(=O)Nc3ccc(Cl)cc3)CC2)nc2ccccc21,-8,-1,-2,3,-21,31,-2,-3
CN1CCCC(OC(=O)c2ccc(S(=O)(=O)N(C)C)cc2)C1 (configuration not stated),-4,1,6,-2,8,12,1,4
CCN(C(C)=O)c1nc(CCl)cs1,-4,0,-11,3,9,-43,-10,-12
COc1ccc(CCNc2ccc(S(N)(=O)=O)cn2)cc1,3,4,-1,2,16,51,3,3
c1ccc(CCN2CCN=C2Nc2ccccc2)cc1,-6,-1,-3,-2,22,-1,-2,-5
CN1CCN(c2oc(-c3ccc([N+](=O)[O-])cc3)nc2C#N)CC1,-2,-2,-5,-20,12,2,-12,1
